Compound activity deposited in PubChem by National Center for Advancing Translational Sciences (NCATS).
BLM helicase inh = qHTS Assay for Inhibitors of Bloom's syndrome helicase (BLM) | recombinant BLM DNA unwinding, fluorescence dequenching | hit rate 0.2% among 350,000 | Potency, µM (highest dose often 56.1 µM), without a hit: top-dose activity change, negative = inhibition, hits mostly inhibitors | RecQ-like DNA helicase BLM (Homo sapiens), P54132;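 further: potency means the concentration at half of the fitted maximal effect; plate controls were vehicle for no effect and no enzyme for full effect; nearly all actives have a fitted effect of over 35% in size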
Pol eta inh = qHTS for Inhibitors of Polymerase Eta; Potency, µM (top dose mostly 114 µM), for inactives: top-dose activity change, negative = inhibition, actives largely listed as inhibitors; AID 588591, 2011; recombinant Pol eta, fluorescent DNA replication assay; hit rate 1.2% among 390,000; further: potency means the concentration at half of the fitted maximal effect; on the % scale 0 is the no-effect control and ±100 the full control effect
Target sequence (Q9Y253 whole entry, looked up): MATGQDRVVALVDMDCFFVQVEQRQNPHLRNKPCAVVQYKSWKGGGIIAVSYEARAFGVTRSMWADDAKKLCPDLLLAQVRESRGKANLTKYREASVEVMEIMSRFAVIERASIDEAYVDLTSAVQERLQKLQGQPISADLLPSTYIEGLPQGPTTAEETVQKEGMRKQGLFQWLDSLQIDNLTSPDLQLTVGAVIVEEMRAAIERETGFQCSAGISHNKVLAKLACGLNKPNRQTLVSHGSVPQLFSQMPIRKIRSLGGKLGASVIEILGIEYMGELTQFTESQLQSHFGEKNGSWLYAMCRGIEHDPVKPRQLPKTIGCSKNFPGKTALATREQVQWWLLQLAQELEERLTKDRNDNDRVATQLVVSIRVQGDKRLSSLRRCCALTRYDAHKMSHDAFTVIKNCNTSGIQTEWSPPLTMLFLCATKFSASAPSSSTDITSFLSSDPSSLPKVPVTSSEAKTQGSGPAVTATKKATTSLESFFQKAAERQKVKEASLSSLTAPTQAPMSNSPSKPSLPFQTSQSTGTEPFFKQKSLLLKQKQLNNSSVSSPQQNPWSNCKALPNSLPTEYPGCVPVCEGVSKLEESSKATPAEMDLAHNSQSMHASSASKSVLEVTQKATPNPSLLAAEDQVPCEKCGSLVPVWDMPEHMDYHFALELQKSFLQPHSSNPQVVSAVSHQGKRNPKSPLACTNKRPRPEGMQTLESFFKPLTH
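Pol eta at 10 nM preincubated with compounds 15 min at room temperature; reaction started with fluorescent substrate (50 nM final) and read kinetically at 0 and 10 min.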
APE1 inh = qHTS Assay for Inhibitors of the Human Apurinic/apyrimidinic Endonuclease 1 (APE1). AID 2517, 2012. DNA repair nuclease/redox regulator APEX1 (Homo sapiens), P27695. hit rate 0.35% among 350,000. recombinant APE1, TAMRA/BHQ-2 abasic DNA cleavage fluorescence. Potency, µM (highest dose often 65.8 µM), for the others: at the top dose activity change, negative = inhibition, usual class: inhibitors;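 further: potency means the concentration at half of the fitted maximal effect; plate controls were vehicle for no effect and reference inhibitor for full effect; nearly all actives have a fitted effect of over 55% in size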
Target sequence (P27695 whole entry, looked up): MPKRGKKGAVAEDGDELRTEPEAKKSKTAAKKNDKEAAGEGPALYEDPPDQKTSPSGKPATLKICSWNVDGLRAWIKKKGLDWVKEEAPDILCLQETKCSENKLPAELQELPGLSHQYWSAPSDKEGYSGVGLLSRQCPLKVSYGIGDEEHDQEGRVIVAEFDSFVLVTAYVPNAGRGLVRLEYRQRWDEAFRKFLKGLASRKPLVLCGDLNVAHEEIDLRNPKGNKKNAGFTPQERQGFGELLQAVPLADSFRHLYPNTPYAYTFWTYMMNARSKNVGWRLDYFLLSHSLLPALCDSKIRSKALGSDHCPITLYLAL
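APE1 at 0.75 nM preincubated 15 min at room temperature with compound. Reaction then started with 50 nM double-stranded THF-abasic substrate labelled with TAMRA/BHQ-2, and 525/598 nm fluorescence read kinetically. Activity taken as third-minus-first read difference, normalized to DMSO and NSC13755 controls.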
Anesthetic bind = qHTS Assay for Identification of Novel General Anesthetics | Ferritin light chain (Equus caballus), P02791 | apoferritin/1-aminoanthracene competitive binding, fluorescence | Potency, µM (highest dose often 77.5 µM), without a hit: at the highest dose activity change, negative = displacement, hits mostly inhibitors | hit rate 0.074% among 350,000 | AID 485281, 2010; further: potency means the concentration at half of the fitted maximal effect; on the % scale 0 is the no-effect control and ±100 the full control effect; nearly all actives have a fitted effect of over 20% in size
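Concentration-response curves derived by four-parameter Hill fitting of normalized fluorescence, where compounds displaced 1-AMA from 10 uM horse apoferritin following a brief 10 min room-temperature incubation; propofol titration acted as positive control.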
POLB inh = qHTS Assay for Inhibitors of DNA Polymerase Beta; P06746; hit rate 1.3% among 340,000; Potency, µM (top dose mostly 114 µM), without a hit: at the highest dose activity change, negative = inhibition, usual class: inhibitors; AID 485314, 2010; Pol beta primer extension/strand displacement, fluorescence kinetic; further: potency means the concentration at half of the fitted maximal effect; on the % scale 0 is the no-effect control and ±100 the full control effect
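Preincubation: enzyme (10 nM) with compound, 15 min, RT. Reaction: substrate added to 50 nM final. Reads: 0 and 10 min. Analysis: normalized, Hill fit.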
GRP78 ERSR act = qHTS for Inducers of the Endoplasmic Reticulum Stress Response (ERSR) in Human Glioma: qHTS. U87-MG GRP78 promoter luciferase reporter, 16 h. Potency, µM, for the others: top-dose activation, usual class: activators. hit rate 0.02% among 420,000; further: potency means the concentration at half of the fitted maximal effect; series mostly up to about 76 µM; % of control where 0% means no effect; nearly all actives have a fitted effect of over 35% in size
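Stably transfected U87-MG glioma cells carrying a GRP78-based luciferase sensor; 16 h compound incubation. Luminescence end-point read 10 min after Bright-Glo addition at room temperature.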
POLI inh = qHTS for Inhibitors of Polymerase Iota. DNA polymerase iota (Homo sapiens), Q9UNA4. Pol iota fluorescent replication assay, 10 min. Potency, µM (series often up to 115 µM), without a hit: at the top dose activity, negative = inhibition, most hits filed as inhibitors. hit rate 1% among 390,000; further: potency means the concentration at half of the fitted maximal effect
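Fluorescent replication assay read twice, at 0 min and 10 min after adding 50 nM (final) substrate. Enzyme (10 nM) and compounds were first incubated 15 min at room temperature; enzyme-free buffer wells were negative controls.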
Pol kappa inh = qHTS for Inhibitors of Polymerase Kappa; purified Pol kappa, fluorescent DNA synthesis assay, 10 min; Potency, µM (titrated, usually from 107 µM), inactives show at the highest dose activity, negative = inhibition, hits mostly inhibitors; hit rate 0.53% among 400,000; AID 588579, 2011; further: potency means the concentration at half of the fitted maximal effect; on the % scale 0 is the no-effect control and ±100 the full control effect
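10 nM Pol kappa was preincubated with compounds for 15 min at room temperature. Reaction started with 50 nM (final) substrate. Fluorescence read kinetically at 0 and 10 min.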
LDHA block = qHTS assay for inhibitors of human lactate dehydrogenase; L-lactate dehydrogenase A chain (Homo sapiens), P00338; purified LDHA, NADH/diaphorase-resazurin fluorescence; active compounds read low; activity change, % (values are at about 110 or 230 µM); hit rate 0.15% among 480,000; AID 1347041, 2019; in the data active means activity change below about -30%; inconclusive means mostly about -25% to -30%;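 further: plate controls were DMSO wells for no effect and wells without enzyme for full effect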
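Remaining NADH was detected by diaphorase (0.133 mg/mL) converting 37 µM resazurin to fluorescent resorufin, read at 0 and 20 minutes. The preceding 5-minute room-temperature reaction used 2 nM LDHA, 0.2 mM sodium pyruvate and 0.06 mM NADH at pH 7.4.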
* marks the source's active call; other numbers are inactive results; ? = inconclusive; nt = not tested or not shown; & = joins results of further samples; ! = not confirmed by another sample; [ ] = remark or other dose. Unless noted, the call rests on the fitted dose curve; in most records, active means well fitted curve in the direction sought with a large enough effect; inconclusive means small, poorly fitted or top-dose-only effect, or another doubt; inactive means no such curve, though single readings can be large; an effect the other way counts as inactive or inconclusive. These rows are one share of the data (hit frequency here may not be typical).

Under each structure – BLM helicase inh | Pol eta inh | APE1 inh | Anesthetic bind | POLB inh | GRP78 ERSR act | POLI inh | Pol kappa inh | LDHA block
Cc1ccc2oc(-c3ccc(NC(=O)c4ccc5c(c4)OCO5)cc3)nc2c1
 : -7% | 8% | 6% | -4% | -6% | 2% | 9% | -2% | -12&3
COc1ccc(C(=O)c2c(C)oc3ccc(O)cc23)cc1
 : -5% | -2% | 4% | -7% | -17% | 3% | -17% | -3%[60.1 µM] | -5
CC(C)CN1CCC(=O)N([C@H](COc2ccccc2)Cc2ccccc2)CC1
 : -4% | -11% | -12% | -18% | 7% | -2%&-3% | 89µM*! | -17%&0% | -1
COc1ccc(S(=O)(=O)Nc2nnc(C(C)C)s2)cc1
 : -1% | -11% | 1% | 1% | -10% | -2% | -3% | 2% | 0
CCOC(=O)c1cccc(NC(=O)C2CCN(S(=O)(=O)c3cn(C)cn3)CC2)c1
 : 3% | -16% | nt | 44%[activator] | 0% | 0% | -8% | -13%[60.1 µM] | -6
Cc1ccccc1C(=O)NNC(=O)CCCCC(=O)NNC(=O)c1ccccc1C
 : nt | -5% | nt | nt | nt | -4% | 36%[activator] | -14% | -2
O=C(CCN1C(=O)/C(=C\c2cccs2)SC1=S)NC1=NCCS1
 : 3% | -18% | 0% | -3% | 2% | -3% | 29% | -1% | -5
CCOc1ccc(N(CC(=O)NC2CCCC(C)C2C)S(=O)(=O)c2c(C)noc2C)cc1 (stereo not given)
 : -2% | -7% | -7% | -1% | 16% | -6% | -1% | -6% | -5
O=C(NCN1CCN(c2ccccn2)CC1)c1cnccn1
 : -1% | -11% | -1% | 3% | 0% | -1% | 0% | 4% | -2
COc1ccc2cc(C(=O)NCc3ccc4c(c3)CCN4C(=O)c3ccc(F)cc3)[nH]c2c1
 : -7% | -7% | nt | -12% | 1% | -4% | 13% | -15%[60.1 µM] | -8
COC(CNC(=O)C1CC(=O)N(CCc2ccccc2)C1)OC (stereo not given)
 : 2% | -10% | 5% | -5% | ? | -2% | -8% | -3% | -2
CCOC(=O)COc1ccc2cc(C(=O)OCC)c(=O)oc2c1
 : -1% | -10% | -9% | 1% | 12% | ? | 31%[activator] | -8% | 1
CCOC(=O)C1CCN(C(=O)c2ccc(OC3CCN(C(=O)CCOC)CC3)cc2)CC1
 : -4% | -15% | 6% | 1% | 25% | 1% | 8% | -12% | -8
CCOC(=O)NNC(=O)CCn1c2c(c3ccccc31)CCCC2
 : -2% | -14% | 10% | -7% | 42% | 0% | 18% | 2% | 1
CCN(CC)S(=O)(=O)c1ccc(OCC(=O)NCc2ccccc2)cc1
 : -2% | 6% | 9% | -18% | 9% | -5% | 8% | -8% | 2
Cc1cc(=O)oc2cc(OCCCC[n+]3ccccc3)ccc12
 : 28% | -6% | -3% | -3% | 18% | 0% | -15% | 9% | 1
CC1(C)CC(=O)c2sc(NC(=O)c3ccc4ncsc4c3)nc2C1
 : 6% | -5% | 11% | -15% | 2% | -1% | -10% | 7% | 1
COc1ccccc1-c1noc(CSc2nc(N)cc(=O)[nH]2)n1
 : -2% | -14% | 8% | -6% | -6% | -2% | 89%[activator] | 2% | -6
CCN(C(=O)CSc1nc2ccc(OC)cc2[nH]1)c1c(N)n(Cc2ccccc2)c(=O)[nH]c1=O
 : nt | -13% | -7% | nt | nt | -3% | 16% | -6% | -3
CCCSCCCNC(=O)c1cc2n(n1)CCCN(Cc1ccc(C)cc1)C2=O
 : 1% | -16% | nt | -5% | 4% | -3% | 20% | -3%[60.1 µM] | 2
Cc1ccc(C(C)(C)C)c(OCCN2CCCC2)c1
 : 0% | ? | 2% | -14% | -1% | -5% | 38%[activator] | -2% | -10
c1ccc(C2=Nc3ccccc3NC(c3ccccc3)C2)cc1 (stereo not given)
 : -8% | -19% | 9% | ? | 39% | 4% | 29% | 0% | 8
CCc1nc2oc(C(=O)c3ccccc3)c(N)c2c2c1COC(C)(C)C2
 : -1% | -15% | -1% | -14% | -12% | -5% | -9% | 8% | 2
CO[C@@]1(NC(=O)CSCC#N)C(=O)N2C(C(=O)O)=C(CSc3nnnn3C)CSC21 (stereo not given in full)
 : -10% | nt | -2% | -9% | nt | -4% | nt | -4%[60.1 µM] | nt
Cc1nc2sc(C(c3ccccc3)N3CCN(CCO)CC3)c(O)n2n1 (stereo not given)
 : 0% | -8% | ? | -9% | 26% | -4% | 4% | -10% | -5
Fc1ccccc1CSc1ccc(-c2ccco2)nn1
 : ? | -2% | 18% | ? | 1% | 4% | 19% | -11% | -7
COc1ccc(NC(=O)CN(C)CC(=O)Nc2cccc(F)c2)cc1S(=O)(=O)N1CCCCC1
 : nt | -15% | nt | nt | nt | -1% | -19% | -11% | ?
CC(=O)N1CCOc2ccc(S(=O)(=O)NCC3CCC(C(=O)NCCC(C)C)CC3)cc21 (stereo not given)
 : -3% | -23% | 12% | -9% | 13% | -7% | 74%[activator] | -1% | -10
Cc1ccc2oc3c(c(=O)c2c1)C(c1ccc(O)cc1)N(CCCN(C)C)C3=O (stereo not given)
 : -3% | -9% | nt | -3% | -21% | 0% | -8% | -13% | 3
O=C(c1cc2ccccc2cc1O)N1CCN(c2ccccn2)CC1
 : -3% | -8% | -7% | -15% | ? | -2% | -8% | -2% | 6
CC(=O)C1=C(O)C(=O)N(c2cccc(C(=O)O)c2)C1c1ccc(F)cc1 (stereo not given)
 : 0% | -12% | 3% | -6% | -4% | -2% | 4% | -2% | -8
CCOC(=O)c1ccc(CN(Cc2ccc(F)cc2)S(=O)(=O)c2ccc(F)cc2)cc1
 : -7% | -17% | nt | 58%[activator] | 4% | -2% | 23% | -7%[60.1 µM] | 2
Cc1ccc(Cl)cc1N1CCN(CCCNC(=O)C2COc3ccccc3C2)CC1 (stereo not given)
 : -10% | -15% | nt | -16% | 5% | 0% | -6% | -10%[60.1 µM] | -2
O=C(O)c1ccc(-c2noc(-c3ccc(F)cc3)n2)cc1
 : nt | -5% | nt | nt | nt | -7% | -15% | 7% | 0
C[C@@H]1COC(=O)[C@@H](Cc2ccc(F)cc2)C/C=C\C[C@H](CC(=O)N(CCO)Cc2ccccc2)C(=O)N1
 : nt | -15% | -13% | nt | nt | -2% | -15% | 7% | 4
Cc1ccc(-n2c(=O)c3c4c(sc3n(Cc3ccccc3C)c2=O)CCC4)cc1C
 : 4% | 1% | nt | -6% | 23% | -4% | -7% | 8% | -6
COc1ccc2c(c1OC)C[N+]1([O-])CCc3cc4c(cc3C1C2)OCO4 (stereo not given)
 : 0% | 1% | 2% | 9% | -1% | -4% | -10% | 10% | 1
COc1ccc(Br)cc1C1CC(=O)N2CN(C)CSC2=C1C#N (stereo not given)
 : 2% | -4% | 0% | -12% | 2% | -1% | ? | 0% | 10
O=C(CN1CCOCC1)Nc1ccccc1F
 : -11% | -15% | 22% | 0% | 4% | -4% | 81%[activator] | 3% | -8
Cc1scc(C(=O)NNC(=S)NCc2ccccc2)c1C
 : 1% | -13% | -1% | 6% | 5% | 0% | 8% | -18% | -5
Cc1ccc(CNC(=O)C(CC(C)C)N2Cc3ccccc3C2=O)cc1 (stereo not given)
 : -3% | -19% | nt | -9% | 15% | -4% | 4% | 2% | 0
Cc1ccc(S(=O)(=O)NC(C)(C)CN2CCc3ccccc3C2)cc1
 : -3% | -14% | 2% | -15% | 20% | -4% | -10% | -2% | 0
Cc1ccc(OCC(=O)NNC(=O)C(=O)NC(C)(C)C)cc1
 : 1% | -21% | 5% | -12% | -1% | -3% | 7% | -9% | -2
Cc1ccc2nc(SCC(=O)N3CCC(Cc4ccccc4)CC3)nc(=O)n2c1
 : nt | -15% | 46% | nt | nt | -3% | 46%[activator] | 0% | -2
COc1ccc(/C=N/Nc2cc(N3CCOCC3)nc(C)n2)c(OC)c1
 : -8% | -17% | -2% | 0% | -4% | 0% | -83% | -5% | -3
CC[C@H](C)[C@H](NC(=O)[C@H](C)NC(=O)[C@H](CC(=O)O)NC(=O)[C@H](CO)NC(=O)[C@@H](N)Cc1cnc[nH]1)C(=O)N[C@@H](Cc1ccccc1)C(=O)N[C@H](C(=O)N[C@@H](CCC(N)=O)C(=O)N[C@@H](CCC(N)=O)C(=O)N[C@@H](Cc1ccc(O)cc1)C(=O)N[C@@H](CO)C(=O)N[C@@H](CCCCN)C(=O)N[C@@H](CC(C)C)C(=O)N[C@@H](CC(C)C)C(=O)N[C@@H](C)C(=O)N[C@@H](CCCCN)C(=O)N[C@@H](CC(C)C)C(=O)N[C@@H](C)C(=O)N[C@@H](CC(C)C)C(=O)N[C@@H](CCC(N)=O)C(=O)N[C@@H](CCCCN)C(=O)N[C@@H](Cc1ccc(O)cc1)C(=O)N[C@@H](CC(C)C)C(=O)N[C@@H](C)C(=O)N[C@@H](CO)C(=O)N[C@H](C(=O)N[C@@H](CC(C)C)C(=O)NCC(=O)N[C@@H](CO)C(=O)N[C@@H](CCCNC(=N)N)C(=O)N[C@H](C(=O)N[C@@H](CO)C(=O)N1CCC[C@H]1C(=O)N1CCC[C@H]1C(=O)N1CCC[C@H]1C(N)=O)[C@@H](C)O)[C@@H](C)CC)[C@@H](C)O
 : -5% | nt | ? | 131%[activator] | nt | -4% | nt | 12%[60.1 µM] | nt
CC(C)=NOc1nc(N2CCOCC2)nc(N2CCOCC2)n1
 : -3% | -18% | 3% | 2% | 7% | 0% | 160%[activator] | -16% | -6
O=C(NC1CC1)c1ccc(Cn2c(SCc3ccc(F)cc3)nc3cccnc32)cc1
 : -3% | -6% | nt | 3% | ? | -2% | 4% | -19% | -14
